Vc quorum ag: inducers of Vibrio cholerae quorum light production without autoinducers | 0.16% of 350,000 active | V. cholerae BH1578 lux reporter, luminescence, 6 h | activation, % at 18.7 µM; in the data active = activation mostly above about 9.7%, no sharp cut-off; note: not every result past the cut was called active; inactives centre near 0; reference of the scale not given here
Anthrax LF inh2: anthrax lethal factor protease inhibition; P15917; multiplex microsphere protease cleavage assay, LF; inhibition, % at 10 µM; 0.12% of 360,000 active; note: plate controls were buffer without enzyme for full effect and enzyme alone for no effect
Target sequence (P15917 whole entry, looked up): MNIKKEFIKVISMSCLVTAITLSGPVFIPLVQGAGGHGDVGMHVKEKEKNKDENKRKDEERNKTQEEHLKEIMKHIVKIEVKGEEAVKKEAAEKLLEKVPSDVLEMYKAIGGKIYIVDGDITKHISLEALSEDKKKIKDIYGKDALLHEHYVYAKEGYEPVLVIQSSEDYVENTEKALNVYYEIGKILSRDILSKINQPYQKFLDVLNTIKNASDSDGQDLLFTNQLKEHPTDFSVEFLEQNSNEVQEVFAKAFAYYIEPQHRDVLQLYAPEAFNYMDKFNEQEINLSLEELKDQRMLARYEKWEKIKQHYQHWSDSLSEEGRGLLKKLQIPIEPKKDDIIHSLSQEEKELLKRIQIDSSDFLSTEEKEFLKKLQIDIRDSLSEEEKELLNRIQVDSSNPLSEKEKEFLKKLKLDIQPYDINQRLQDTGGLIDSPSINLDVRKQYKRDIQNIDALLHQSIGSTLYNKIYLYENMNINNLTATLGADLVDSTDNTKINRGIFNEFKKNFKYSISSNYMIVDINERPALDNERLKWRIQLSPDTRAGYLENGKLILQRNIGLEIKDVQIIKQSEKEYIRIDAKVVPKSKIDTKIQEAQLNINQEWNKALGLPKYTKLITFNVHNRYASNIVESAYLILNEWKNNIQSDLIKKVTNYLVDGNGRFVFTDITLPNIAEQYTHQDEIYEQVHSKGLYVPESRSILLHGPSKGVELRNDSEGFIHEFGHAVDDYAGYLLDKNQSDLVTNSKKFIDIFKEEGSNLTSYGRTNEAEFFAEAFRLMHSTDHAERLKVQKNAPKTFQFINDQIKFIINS
PrPC surface inh: cell surface PrPC inhibition, primary TR-FRET screen. P04156. inhibition, % at 13.8 µM. TR-FRET read-out. 0.43% of 370,000 active; in the data active = inhibition above about 24%; note: 0% = median of the test wells and 100% = reference compound wells
TcdB inh: TcdB glycohydrolase inhibition | P18177 | TcdB glycohydrolase enzymatic assay, plate reader | inhibition, % at 9.99 µM | 0.24% of 350,000 active; in the data active = inhibition above about 10%
SSB-PriA inh: K. pneumoniae PriA-SSBct interaction inhibition; inhibition, % at 33 µM; AlphaScreen SSBct-PriA binding, biotinylated peptide; 0.6% of 430,000 active; in the data active = inhibition mostly above about 37%, no sharp cut-off; inactive = mostly below about 20%;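 note: plate controls were negative control peptide for no effect and reference peptide for full effect; strong numbers were not always called active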
SARS 3CLpro inh: SARS-CoV 3CLpro protease inhibition; P0C6X7; recombinant SARS-CoV 3CLpro, quenched FRET peptide cleavage; inhibition, % at 6 µM; 0.14% of 290,000 active; AID 1706; in the data active = inhibition above about 12%
BoNT A protease: inhibitors of Botulinum neurotoxin A light chain protease | multiplex microsphere protease substrate cleavage, flow cytometry | 0.17% of 360,000 active | inhibition, % at 10 µM; note: plate controls were buffer without enzyme for full effect and enzyme alone for no effect
PfHsp40 yeast: compounds rescuing yeast from Plasmodium falciparum HSP40 toxicity. S. cerevisiae expressing PfHsp40, growth rescue, ATP luminescence. growth rescue, % at 12.5 µM. 0.68% of 340,000 active; in the data active = growth rescue above about 28%, passing the limit was not always enough;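 note: yeast W303a lacking pdr1 and pdr3 grown in galactose medium; growth measured after three days at 30 °C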
Yp Topo-I inh: Y. pestis Topo-I inhibition via cleavage products | activity, % at 10 µM | AID 504884 | Y. pestis Topo-I cleavage product accumulation, plate reader | 0.064% of 360,000 active; in the data active = activity above about 50%, passing the limit was not always enough; note: inactives centre near 2
An asterisk follows results filed as active; i = inactive; · = no result given. Cut-off read from the data, not from the text of the source, unless noted: active = inhibition above about 30%; inconclusive = no clear call, values can overlap the other calls; inactive = below that.

SMILES,Vc quorum ag,Anthrax LF inh2,PfHsp40 yeast,BoNT A protease,SSB-PriA inh,TcdB inh,Yp Topo-I inh,SARS 3CLpro inh,PrPC surface inh
CCN(C(=O)CN(C)Cc1cccc(Cl)c1Cl)c1c(N)n(Cc2ccccc2)c(=O)[nH]c1=O,i,0,1.6,-0.9,-13,·,8,-1,-7
COc1cc(NC(=O)c2ccc3c(SCC(=O)O)c4c(nc3c2)CCCC4)cc(OC)c1OC,-0.3,-5,2.2,-0.2,15,0.9,12,-1,-1
Cc1cc2[nH]c(=S)[nH]c2cc1C,2.9,0,0.0,-0.2,-16,1.6,-12,-2,0
CCc1nc2cc(NC(=O)C3(C)CCCN(C(C)C)C3)ccc2o1 (stereo not given),-0.4,-5,·,-0.3,·,-0.6,-1,·,0
CCOc1nc(-c2ccccc2Cl)ccc1C#N,-0.2,-3,1.8,-1.5,-81,·,18,-6,-1
Cc1noc(C)c1C(=O)Nc1sc(C)c(C)c1C#N,i,0,-1.2,0.0,-9,·,2,-3,7
COc1ccccc1N1CCN(C(=O)c2cccc(N3C(=O)C4C5C=CC(C5)C4C3=O)c2)CC1 (stereo not given),-0.2,1,1.1,0.4,1,0.1,7,-2,4
Cn1c(=O)[nH]c2ncn(C)c2c1=O,i,-1,0.2,-0.3,-2,0.9,-5,·,-3
O=C(NCC1(N2CCCCC2)CCCCC1)c1cccc(NS(=O)(=O)c2ccccc2)c1,-2.3,-2,-1.0,1.3,-6,1.5,3,·,2
COc1ccc(NC(=O)CSCC(=O)Nc2ccc(S(=O)(=O)N3CCCCC3)cc2)cc1,1.3,-2,0.8,1.2,-10,0.5,10,1,10
Cc1cc(=O)c2c(C)nn(-c3ccccc3)c2[nH]1,2.2,-1,-0.2,0.0,-9,·,-2,5,-2
Cn1c(=O)c(N)c2c3c(c(Br)ccc31)C(=O)c1ccccc1-2,i,19,1.3,38*,42*,1.3,0,-3,-52

Single records, as listed above. Order of screens: Vc quorum ag, Anthrax LF inh2, PfHsp40 yeast, BoNT A protease, SSB-PriA inh, TcdB inh, Yp Topo-I inh, SARS 3CLpro inh, PrPC surface inh
Listed for COc1cc(NC(=O)c2ccc3c(SCC(=O)O)c4c(nc3c2)CCCC4)cc(OC)c1OC → -0.3, -5, 2.2, -0.2, 15, 0.9, 12, -1, -1
Listed for CCc1nc2cc(NC(=O)C3(C)CCCN(C(C)C)C3)ccc2o1 (stereo not given) → -0.4, -5, ·, -0.3, ·, -0.6, -1, ·, 0

Results in SSB-PriA inh, PrPC surface inh and Anthrax LF inh2, for some of the entries so far:
| compound | SSB-PriA inh | PrPC surface inh | Anthrax LF inh2 |
| --- | --- | --- | --- |
| Cc1cc2[nH]c(=S)[nH]c2cc1C | -16 | 0 | 0 |
| CCc1nc2cc(NC(=O)C3(C)CCCN(C(C)C)C3)ccc2o1 (stereo not given) | · | 0 | -5 |
| CCOc1nc(-c2ccccc2Cl)ccc1C#N | -81 | -1 | -3 |

The list continues.
SMILES,Vc quorum ag,Anthrax LF inh2,PfHsp40 yeast,BoNT A protease,SSB-PriA inh,TcdB inh,Yp Topo-I inh,SARS 3CLpro inh,PrPC surface inh
Cn1nnnc1SCC(=O)NC1CCCCC1,-0.7,-2,-0.6,0.2,-29,·,-8,-8,-3
COCC(=O)N(C)CC1CCCN(CCc2ccccc2OC)C1 (stereo not given),i,14,-0.8,-0.9,-9,-5.6,1,0,6
CCOCCCNCc1ccc(OCC(=O)N2CCOCC2)c(OC)c1,-12,-1,-1.4,0.0,7,-0.5,3,-2,-2
O=C(Cn1cc([N+](=O)[O-])cn1)N1N=C(C(F)F)CC1(O)C(F)F (stereo not given),i,0,-1.2,2.1,-8,·,-10,1,-7
CC(=O)N1CCOc2ccc(S(=O)(=O)Nc3ncccc3C)cc21,-0.3,1,0.8,0.8,-8,1.4,10,0,-7
O=C(Nc1ccc(Cl)cc1Cl)c1ccc(-c2ccccc2)cc1,i,0,-1.8,-0.1,-3,-0.3,-4,-1,-1
Clc1ccccc1-c1nnn(Cc2ccc(-c3nn[nH]n3)cc2)n1,i,-1,-0.6,-0.1,5,·,-12,2,-2
Cc1cc2c(cc1S(=O)(=O)Nc1ccc(F)cc1)n(C)c(=O)c(=O)n2C,0.4,-4,2.0,-0.5,-1,2.5,6,-2,12
CC1(C(=O)NS(=O)(=O)C2CC2)CCCN(C(=O)c2cccs2)C1 (stereo not given),i,1,·,-0.4,·,0.5,-10,·,3
CCc1n(CC(O)COCc2ccccc2)c2ccccc2[n+]1C (stereo not given),-0.2,-4,0.0,0.5,-11,0.8,-6,4,10
Cc1ccccc1NC(=O)CSc1nc2ccc(Nc3nc(N4CCOCC4)nc(N4CCOCC4)n3)cc2s1,i,-4,1.6,0.7,-10,-2.1,19,8,1
Cc1cc(C)cc(OCC(=O)Nc2ccc(CN3CCCCC3)cc2)c1,i,-4,-0.1,0.1,0,0.9,13,1,-4
CCOCCCN(C(=O)Nc1ccc(CC)cc1)C1CCN(C(C)=O)CC1,-2.0,2,0.2,1.0,-4,·,1,-3,-2
CCCCOc1cccc(C(=O)N(Cc2ccccc2)C2CCS(=O)(=O)C2)c1 (stereo not given),1.2,1,0.0,1.5,-11,0.5,22,1,-8
COc1ccc(-n2nc(C(=O)NCC(=O)Nc3cc(OC)ccc3OC)c3ccccc3c2=O)cc1,i,8,-0.5,0.9,-2,-0.9,5,6,-18
Cc1nc2c(sc3nc4c(cc32)COC(C)(C)C4)c(=O)o1,i,-4,-1.2,-2.2,-8,·,-13,-3,0
CC(C)Sc1nc(N)c2c3c(sc2n1)CN(C)CC3,-0.6,-7,4.7,2.2,-6,·,-7,-3,-7
O=C(CN1C(=O)NC2(CCCC2)C1=O)NCCN1C(=O)S/C(=C\c2ccccc2F)C1=O,-11,1,-0.1,2.3,2,1.1,10,·,-3
CC1CCCN(c2ccc(F)cc2N)C1 (stereo not given),-0.3,-4,-0.5,-0.4,11,1.2,5,1,6
Nc1c(Cl)ncnc1N1CCCC1,i,-3,-0.8,0.0,2,0.3,3,1,-4
COc1cccc(OC)c1C(=O)n1nc(C)cc1C,-0.3,-4,-0.1,-0.4,-10,·,1,-5,7
CCOC(=O)C1(Cc2cccc(F)c2)CCN(Cc2nc(CC)[nH]c2C)CC1,-0.4,-23,-0.2,-0.6,-9,0.4,5,2,1
COc1cc(C2C(C(C)=O)=C(O)C(=O)N2CCc2c[nH]c3ccccc23)ccc1O (stereo not given),-0.3,-2,0.6,-0.7,-7,·,7,-5,-6
CCOC(=O)[C@]12CCC=C1N(Cc1ccc(Cl)cc1Cl)C(=O)[C@H](CC(=O)N1CCC(c3ccccc3)CC1)C2,·,-3,·,0.2,·,1.2,·,·,3
COC(=O)CSC1=C(C#N)C(c2ccc(F)cc2)CC(=O)N1 (stereo not given),-0.3,-10,-0.8,-0.8,-22,2.6,-3,-2,6
O=C(NCCc1c[nH]c2ccccc12)c1cnccn1,-0.2,-1,-0.5,-0.1,-6,1.6,9,0,-9
Cc1ccc(-c2nn(-c3ccccn3)c(=O)c3ccccc23)cc1,-0.8,8,0.9,0.8,-4,1.8,6,2,-3
CCOC(=O)c1c(/N=C/c2cccc(C)c2O)sc2c1CCN(C)C2,-0.6,-3,-0.3,2.3,·,·,21,-2,·
CC1CCCCN1C(=O)Cn1cc(C=O)c2ccccc21 (stereo not given),-0.2,0,-0.5,-0.2,-2,2.9,-1,-2,-2
O=C1c2oc3ccc(Br)cc3c(=O)c2C(c2cccc(F)c2)N1CCO (stereo not given),-1.0,-5,-2.5,-0.3,-18,·,-2,4,-1
CC(C)(C)c1cc(NC(=O)c2c(F)cccc2Cl)n(-c2ccccc2)n1,-0.5,-2,0.8,1.0,-16,1.0,-3,1,1
O=S(=O)(c1ccc(Br)cc1)c1cnc2ccccc2n1,i,-1,1.2,-0.2,-14,-0.3,1,-2,0
CCCCC(c1nnnn1CC1CCCO1)N1CCN(c2ccccc2)CC1 (stereo not given),1.1,-3,-2.1,-0.8,-1,1.1,7,-1,3
COc1ccc(NS(=O)(=O)c2cccc(C(=O)NNC(=O)CNC(=O)c3cccc(C)c3)c2)cc1,i,-4,-0.3,-1.4,-2,1.0,-2,-1,2
COc1ccc(NC(=O)NNC(=O)C(C)Oc2ccc3ccccc3c2)cc1 (stereo not given),·,-1,-0.9,-0.9,3,1.5,-2,-1,5
Fc1ccc(Cl)cc1/C=N/n1cnnc1SCc1ccccc1,-3.8,0,-1.3,5.4,·,·,0,-5,1
CC1=N/C(=C\c2ccc([N+](=O)[O-])cc2)C(=O)N1c1ccc(Br)c(C)c1,i,5,0.1,10,7,·,5,6,-15
CCCCN1C(=O)C(=O)c2cc(Cl)ccc21,-1.1,-4,-0.7,0.1,-18,-1.2,5,·,-8
COc1ccc(N(C)S(=O)(=O)c2cccc(C(=O)Nc3nc4ccccc4[nH]3)c2)cc1,0.3,1,0.5,-0.6,9,2.9,-1,3,6
CCC1=Nc2cc(C(=O)NCCN3CCCC3)ccc2Sc2ccc(C)cc21,0.5,1,0.7,-4.0,18,1.6,-8,-5,-4
COCCn1c(C)cc(C(=O)COC(=O)c2c(C)nn(Cc3ccccc3)c2C)c1C,i,-2,-0.2,-0.2,17,·,12,0,6
COC(=O)C1=C(c2ccccc2)C[C@@H]2CC[C@H]1N2C(=O)NC(C)C,-9.1,2,0.8,-0.4,-14,0.6,-6,·,-6
CCCCN(C)C(=O)c1nc2ccccn2c1CN(C)Cc1csc(C)n1,i,-2,-0.9,0.4,2,-0.5,-15,0,3
O=c1[nH]c2c(c3c1CCCC3)CCCC2,-0.2,-4,0.0,-0.4,1,1.2,2,-3,2

Some of the entries above in a different format.
Value order – Vc quorum ag, Anthrax LF inh2, PfHsp40 yeast, BoNT A protease, SSB-PriA inh, TcdB inh, Yp Topo-I inh, SARS 3CLpro inh, PrPC surface inh
- CCCCN1C(=O)C(=O)c2cc(Cl)ccc21
 : -1.1, -4, -0.7, 0.1, -18, -1.2, 5, ·, -8
- O=S(=O)(c1ccc(Br)cc1)c1cnc2ccccc2n1
 : i, -1, 1.2, -0.2, -14, -0.3, 1, -2, 0
- COCCn1c(C)cc(C(=O)COC(=O)c2c(C)nn(Cc3ccccc3)c2C)c1C
 : i, -2, -0.2, -0.2, 17, ·, 12, 0, 6
- COc1ccc(NS(=O)(=O)c2cccc(C(=O)NNC(=O)CNC(=O)c3cccc(C)c3)c2)cc1
 : i, -4, -0.3, -1.4, -2, 1.0, -2, -1, 2

Screening data deposited in PubChem by several laboratories.

Not all compounds are listed; rates above refer to the full screens.
